# Source: PubChem BioAssay
# TCR activator = T cell receptor activation. Potency, µM (top dose mostly 9.22 µM), inactives show at the top dose activation of IL-2 secretion, hits mostly activators. 330,000 tested, under 10 active. primary human leukocytes, anti-CD3, IL-2 HTRF, 48 h; note: % of control where 0% means no effect
#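 Using a-CD3 beads without co-stimulation, primary human leukocytes were exposed to compounds for 48 hr. An HTRF IL-2 kit measured the cytokine, with europium-to-d2 energy transfer producing emission at 665nm upon 320nm excitation.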
# MLL CXXC-DNA inh = blocks binding of human MLL CXXC domain to DNA; Q03164; MLL-CXXC / FITC-HOXA9 DNA fluorescence polarization; Potency, µM (top dose mostly 115 µM), without a hit: top-dose activity change, negative = inhibition, hits mostly inhibitors; 0.037% of 290,000 active; AID 2662; active = well fitted inhibition curve with a large enough effect in the polarisation, with a control signal flat, not every such curve was filed as active; inconclusive = small, poorly fitted or top-dose-only effect, or effect the other way, or a change in a side signal; inactive = no such curve, though single readings can be large or run the other way; the % refers to the polarisation; note: potency is the fitted concentration of half-maximal effect
#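 Steps: dispense CXXC domain solution (7 uM) → pin compounds or unlabeled HOX-A9 DNA control → 5 min ambient → add FLSN-HOX-A9 solution (50 nM) → spin → 30 min ambient → fluorescence polarization. Tris pH 7.5/NaCl/DTT/BSA buffer.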
# TSHR antagonist = blocks TSH signaling through the human TSH receptor. P16473. TSHR-expressing cells, TSH-stimulated cAMP HTRF, 2 h; hits give low values. activity change, negative = inhibition, % at 11.5 µM. 0.2% of 330,000 active. AID 504810;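 active = activity change below a set negative limit, meaning inhibition stronger than a set level, cut at about -70% in these data; inconclusive = activity change between two set negative limits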; note: % is set by controls: 0 for no effect and ±100 for the full control effect
#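 Cell-based HTRF cAMP assay; TSHR cells + compound, TSH EC80 (4nM final), 2 h, 37 deg C. Lysis with anti-cAMP cryptate and cAMP-d2, 30 min RT, read 665/620 nm.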
# FBPA coupling cs = inhibits coupling enzyme system, counter-screen for aldolase hits | coupling enzyme system counterscreen, AmpLite Red fluorescence | activity change, negative = inhibition, % at 58.2 µM, hits read low | 0.67% of 290,000 active; in the data active = activity change below about -30%; note: % is set by controls: 0 for no effect and ±100 for the full control effect
#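 Compounds tested against the coupling enzymes alone at 57.5 uM final; readout was AmpLite Red fluorescence (525/598 nm) after 20 min at RT.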
# hERG WT inh = blocks the wildtype human KCNH2 potassium channel | Q12809 | U2OS, BacMam KCNH2, thallium flux FluxOr; hits give low values | activity change, % at 1.84 µM | 0.37% of 340,000 active | AID 720551;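 active = maximum activity change below -70%; inconclusive = maximum activity change between -70% and -50%; inactive = maximum activity change above -50%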; note: % is set by controls: 0 for no effect and ±100 for the full control effect
#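 U2OS cells transduced with wild-type KCNH2 virus are loaded with FluxOr dye for 45 min, and thallium flux is measured in kinetic reads before and after stimulation buffer. Rate constants are normalized to DMSO controls.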
# Giardia kill = kills Giardia lamblia | Giardia lamblia trophozoite viability | activity change, % at 7.66 µM, hits read low | 0.15% of 340,000 active | AID 540267; in the data active = activity change below about -80%; inconclusive = between about -30% and that limit;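 note: parasites exposed to compound for two days anaerobically before the ATP read; % is set by controls: 0 for no effect and ±100 for the full control effect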
#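 Trophozoite viability was measured as ATP-dependent luminescence, read 15-30 min after reagent addition. Before that, parasites at 100 cells/well were exposed to compounds for 48 h, anaerobically, at 37 deg C.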
# Tb PFK block = blocks T. brucei phosphofructokinase; T. brucei PFK, ADP-Glo luminescence; Potency, µM (doses to about 57.5 µM), without a hit: at the top dose activity, negative = inhibition, actives largely listed as inhibitors; O15648; 0.17% of 330,000 active;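 note: potency is the fitted concentration of half-maximal effect; 0% = uninhibited 1x PFK enzyme wells and -100% = no-enzyme wells; nearly all actives have a fitted effect of over 60% in size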
# Target sequence (O15648 whole entry, looked up): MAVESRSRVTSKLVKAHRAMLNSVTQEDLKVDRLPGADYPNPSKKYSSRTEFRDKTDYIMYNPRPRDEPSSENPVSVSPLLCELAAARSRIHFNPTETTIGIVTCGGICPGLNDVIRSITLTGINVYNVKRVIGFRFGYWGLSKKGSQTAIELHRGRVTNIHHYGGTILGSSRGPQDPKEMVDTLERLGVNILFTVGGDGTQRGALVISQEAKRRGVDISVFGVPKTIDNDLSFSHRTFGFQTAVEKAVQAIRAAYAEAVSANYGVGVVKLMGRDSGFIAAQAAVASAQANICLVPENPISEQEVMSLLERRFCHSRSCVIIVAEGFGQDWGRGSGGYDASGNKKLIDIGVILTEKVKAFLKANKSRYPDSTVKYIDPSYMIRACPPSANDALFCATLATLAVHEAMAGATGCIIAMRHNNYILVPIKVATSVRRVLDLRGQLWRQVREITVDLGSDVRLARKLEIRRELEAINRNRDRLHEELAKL
#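 Luminescent ADP detection (ADP-Glo, two-step: ATP depletion then ADP-to-ATP conversion for luciferase) reported PFK activity after 45 min room-temperature reaction of 1.25 nM enzyme with 0.5 mM F6P and 0.1 mM ATP at pH 8.0.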
# GALK inh = blocks human galactokinase activity; Purified GALK, Kinase-Glo residual ATP luminescence; Potency, µM (highest dose often 57.5 µM), for inactives: at the highest dose activity change, negative = inhibition, usual class: inhibitors; 0.007% of 270,000 active; note: potency is the fitted concentration of half-maximal effect; % is set by controls: 0 for no effect and ±100 for the full control effect
# Target sequence (P51570 whole entry, looked up): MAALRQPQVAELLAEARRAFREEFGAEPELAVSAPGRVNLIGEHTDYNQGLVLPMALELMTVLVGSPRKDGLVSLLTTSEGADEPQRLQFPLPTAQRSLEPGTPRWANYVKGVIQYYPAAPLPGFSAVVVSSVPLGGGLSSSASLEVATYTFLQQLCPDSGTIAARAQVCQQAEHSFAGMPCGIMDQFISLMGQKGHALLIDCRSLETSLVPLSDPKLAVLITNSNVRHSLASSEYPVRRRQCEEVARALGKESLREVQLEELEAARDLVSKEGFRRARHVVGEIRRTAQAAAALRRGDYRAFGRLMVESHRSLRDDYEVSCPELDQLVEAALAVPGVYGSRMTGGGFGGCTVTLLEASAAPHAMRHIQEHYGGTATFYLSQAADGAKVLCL
#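 Compounds were pin-transferred into ATP buffer (35 uM final), then GALK plus galactose (5 nM, 100 uM final) was added. After 1 h at room temperature, Kinase-Glo Plus was added and luminescence read after 10 min.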
# Chronic BCR inh = inhibitors of chronic active B-cell receptor signaling. 0.05% of 340,000 active. Potency, µM (top dose mostly 46.1 µM), inactives show at the highest dose ratio change, negative = lower green/red ratio, actives largely listed as inhibitors. ABC-DLBCL IkBa-CBG/CBR reporter, luminescence ratio, 4 h; active = well fitted inhibition curve with a large enough effect in the signal ratio, with a control signal flat, not every such curve was filed as active; inconclusive = small, poorly fitted or top-dose-only effect, or effect the other way, or a change in a side signal; the % refers to the signal ratio;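 note: potency is the fitted concentration of half-maximal effect; plate controls were basal doxycycline-induced cells for no effect and cells given 10 µM MG132 for full effect; MG132 reads +100%, hits lower the ratio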
#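 Cell line TMD8 (human ABC DLBCL), stably expressing tet-inducible CBG68-IkBa fusion and CBR; IMDM/0.5% FBS; cpd up to 46 uM; dox induction, 4 h, 37C/5% CO2; dual luminescence; green/red ratio; MG132 control.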
# AT treatment = potential ataxia-telangiectasia treatment | […] A-T fibroblasts, KAP-1 phosphorylation AlphaLISA; neocarzinostatin DNA damage 30 min before lysis | Potency, µM (top dose mostly 57.5 µM), without a hit: at the top dose activation, usual class: activators | 0.19% of 320,000 active | AID 485349; note: potency is the fitted concentration of half-maximal effect; % of control where 0% means no effect; nearly all actives have a fitted effect of over 45% in size
#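 ATM-like activity read as KAP-1 phosphorylation via AlphaLISA donor/acceptor antibody pairs after lysis and 6 hr at 25C. Cells were ATM-null patient fibroblasts ([…], hTERT), dosed 60 min, then exposed to the DSB inducer NCS for 30 min.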
# An asterisk follows results filed as active; ? = inconclusive; · = no result given; [ ] = remark or other dose. Unless noted, calls come from the whole dose curve; as a rule, active = well fitted curve in the direction sought with a large enough effect; inconclusive = small, poorly fitted or top-dose-only effect, or another doubt; inactive = no such curve, though single readings can be large; an effect the other way counts as inactive or inconclusive. No enrichment for hits. Share with any hit: about 1.6%.
SMILES,TCR activator,MLL CXXC-DNA inh,TSHR antagonist,FBPA coupling cs,hERG WT inh,Giardia kill,Tb PFK block,GALK inh,Chronic BCR inh,AT treatment
Cc1ccccc1C(=O)NC1CCN(CC(=O)N2CCCCC2C)CC1 (configuration not stated),1%,-2%,-2,1,-81*,8,-3%,0%,1%,3%
COc1ccc(C(=O)NCc2nnc(SCC(=O)NC3=NCCS3)n2C)cc1,7%,4%,9,-1,-1,-6,0%,1%,0%,-6%
Cc1ccc(CNC(=O)CN(C(=O)C2(C)CC(=O)N=C3C=CC=CN32)c2ccccc2F)cc1 (configuration not stated),9%,0%,2,-1,1,-11,-3%,19%,-2%,3%
COc1cccc(OCC(=O)NNC(=O)c2ccc(-c3ccccc3)cc2)c1,-2%,49%[activator],13,-3,-4,-7,2%,8%,-8%,18%
CSc1ncc(Cl)c(C(=O)Nc2ccc(C)c(C)c2)n1,1%,19%,-3,-1,-14,5,9%,2%,-5%,1%
CCOC(=O)Nc1cc(C)c(Cl)cc1OC,0%,-1%,6,2,6,7,1%,2%,-14%,0%
CC1(C)CC(=NOC(=O)c2ccccc2)CC(C)(C)N1O,-2%[46.1 µM],?,3,-7,28,8,-1%,1%,-7%,8%
O=C(CNC(=O)c1cccs1)OCc1ccc(Br)cc1,5%,1%,-21,·,-5,-12,-29%,4%,?,9%
Cc1nn(CC2CC2)c(=O)n1-c1cccc(Cl)c1,-15%,8%,-5,1,-2,-8,-4%,8%,1%,3%
O=C1C=C(c2ccc3[nH]ccc3c2)C[C@@H](c2ccc(Cl)cc2)C1,-8%,·,-45,·,9,-7,7%,·,?,-28%
COc1cc(OC)c2c(-c3ccccc3)cc(=O)oc2c1C(CCN1CCOCC1)c1ccc(N(C)C)cc1 (configuration not stated),-1%[46.1 µM],·,0,0,-1,5,6%,·,-13%,13%
Cc1cc(C)cc(OCC(=O)Nc2cccc(-c3nc4ncccc4o3)c2)c1,7%,2%,-23,1,-32,3,-2%,3%,-1%,9%
CCOC(=O)c1ccccc1NC(=O)COC(=O)CCC(=O)c1ccccc1,-7%,-4%,-5,·,0,0,0%,-4%,-9%,0%
Cc1ccc(OC(C)C(=O)N2CCCc3ccccc32)cc1 (configuration not stated),3%,-2%,-8,-3,-19,-3,6%,-3%,29%,6%
CCCn1c(SCC(=O)NCc2ccco2)nnc1C(C)C,-7%,-17%,12,-1,10,-15,-12%,4%,6%,-6%

# 2 records picked at random from the list so far, as already listed:
SMILES,TCR activator,MLL CXXC-DNA inh,TSHR antagonist,FBPA coupling cs,hERG WT inh,Giardia kill,Tb PFK block,GALK inh,Chronic BCR inh,AT treatment
CC1(C)CC(=NOC(=O)c2ccccc2)CC(C)(C)N1O,-2%[46.1 µM],?,3,-7,28,8,-1%,1%,-7%,8%
Cc1ccc(CNC(=O)CN(C(=O)C2(C)CC(=O)N=C3C=CC=CN32)c2ccccc2F)cc1 (configuration not stated),9%,0%,2,-1,1,-11,-3%,19%,-2%,3%

# (listing goes on)
SMILES,TCR activator,MLL CXXC-DNA inh,TSHR antagonist,FBPA coupling cs,hERG WT inh,Giardia kill,Tb PFK block,GALK inh,Chronic BCR inh,AT treatment
Cc1cnc(C(=O)OCC(=O)c2ccc(-c3ccccc3)cc2)cn1,5%,25%,-6,·,0,16,0%,0%,-1%,1%
N=c1oc2ccccc2cc1C(=O)NCc1ccccc1,·,?,1,-2,9,5,-15%,3%,?,0%
CC(=O)N1CCc2cc(S(=O)(=O)Nc3ccc(C)cc3)ccc21,-8%,18%,-8,3,-3,-5,2%,0%,-1%,-9%
COc1cc(NS(=O)(=O)c2ccc(NC(C)=O)cc2)nc(OC)n1,-3%,3%,-7,2,-44,10,-1%,0%,-18%,-4%
CC(C(=O)NCc1cccs1)N1CCN(S(=O)(=O)c2ccc3c(c2)OCCCO3)CC1 (configuration not stated),-4%,·,-8,·,-3,-16,1%,·,3%,0%
Cn1c(-c2sc3cc(C(F)(F)F)cnc3c2-c2cccs2)n[nH]c1=S,12%,6%,-6,0,7,-9,-2%,-1%,1%,1%
C[C@@H](NC(=O)c1nc[nH]c1C(=O)N[C@@H](CCCCNC(=O)OC(C)(C)C)C(=O)OC(C)(C)C)c1ccccc1,-5%,5%,-7,-11,2,-26,7%,0%,-2%,13%
CCOCC(=O)Nc1ccc(S(=O)(=O)N2CCC(c3nc4ccccc4[nH]3)CC2)cc1,-2%,·,5,·,-2,-12,4%,·,?,-17%
C[C@H]1COC(=O)CCCC/C=C\C[C@H](CC(=O)N(CCO)Cc2ccccc2)C(=O)N1,-2%,·,7,·,-3,-23,13%,·,0%,0%
CCN(CC)c1ccc(/C=N/NC(=O)Cc2cccs2)c(O)c1,-1%[46.1 µM],10%,18,1,-11,29,-2%,0%,-2%,-4%
Cc1cc(C)n(-c2ccc(C(=O)OCC(=O)Nc3ccc(Cl)cc3[N+](=O)[O-])cc2)n1,0%[46.1 µM],-10%,17,3,6,-19,2%,-2%,?,0%
CCN(CC)S(=O)(=O)c1ccc(/C=C/C(=O)Nc2ccccc2N2CCOCC2)cc1,-4%,-7%,-3,2,3,38[activator],6%,-1%,?,12%
CCC1CCCCN1C(=O)COc1cccc2c1CCN(C)C2=O (configuration not stated),-4%,-4%,-9,1,3,11,1%,6%,5%,4%
O=C(NCc1ccc2c(c1)OCO2)c1cccnc1Cl,-6%,9%,2,2,-18,-3,1%,-2%,1%,-5%
CCOC(=O)CCN,2%,·,-4,·,0,?,-3%,·,-1%,1%

# Brought forward from above: two entries, followed by the next part.
SMILES,TCR activator,MLL CXXC-DNA inh,TSHR antagonist,FBPA coupling cs,hERG WT inh,Giardia kill,Tb PFK block,GALK inh,Chronic BCR inh,AT treatment
O=C(NCc1ccc2c(c1)OCO2)c1cccnc1Cl,-6%,9%,2,2,-18,-3,1%,-2%,1%,-5%
CCOC(=O)CCN,2%,·,-4,·,0,?,-3%,·,-1%,1%
Cc1ccccc1CCNC(=O)Cn1ccc2cc(S(=O)(=O)N3CCCC3)ccc21,-7%,-2%,-16,-4,-2,-18,2%,-2%,11%,-2%
CCCN1C(=O)/C(=C/C=C2\N(CC)c3ccccc3C2(C)C)SC1=S,-2%,?,-8,-16,-91*,-1,3%,1%,9%,0%
Cc1sc2ncnc(OCC(=O)N3CC(=O)Nc4ccccc43)c2c1C,-1%,?,37,1,13,2,4%,0%,-8%,2%
COc1ccccc1C(=O)COC(=O)c1cccs1,2%[46.1 µM],·,-12,·,-1,3,5%,·,?,6%
COc1cc2cccc(OC)c(=O)c2c(O)c1OC,-1%[46.1 µM],13%,-9,-1,12,1,9%,0%,-1%,0%
COc1cccc(NC(=O)Nc2nnc(CC(=O)Nc3ccccc3)s2)c1,3%,-10%,1,-1,-1,3,-4%,0%,0%,-9%
CC(=O)c1sc(NC(=O)c2ccc3c(c2)OCO3)nc1C,1%,3%,6,·,-7,2,3%,0%,?,12%
Cc1cc(Cl)ccc1Oc1nc(-c2ccc(F)cc2)ccc1C#N,0%,-4%,61,2,-22,3,17%,-2%,9%,8%
CCS(=O)(=O)c1ccc(-c2cccc(NC(=O)c3ccco3)c2)nn1,-7%,·,-11,·,4,9,2%,·,?,-7%
O=C(c1ccc(CS(=O)c2cccc(Cl)c2)o1)N1CCN(c2ccccn2)CC1 (configuration not stated),-2%,31%[activator],-3,3,-5,38[activator],-2%,9%,-22%,4%
O=C(C[n+]1cn(C(F)F)c2ccccc21)c1ccc(Br)cc1,-1%,-22%,8,2,3,11,-8%,4%,?,11%
S=C(NCc1ccco1)N1CCN(c2ccccc2Cl)CC1,1%,25%,2,0,0,-18,2%,3%,-3%,-2%
CCn1c(C)cc2c(c1=O)C(c1ccncc1)C(C#N)=C(N)O2 (configuration not stated),2%,8%,-11,2,4,-13,-1%,4%,-3%,2%
CSC(SC)=C(C(C)=O)C(=O)c1ccc(C)cc1,2%[46.1 µM],-7%,5,5,1,-11,1%,·,0%,-1%
O=C(C1CCCN(CCCc2ccccc2)C1)N1CCCCCC1 (configuration not stated),-4%[46.1 µM],-4%,12,4,68,18,0%,1%,-3%,4%

# Shown with bars between the fields: entries from further up
Structure | TCR activator | MLL CXXC-DNA inh | TSHR antagonist | FBPA coupling cs | hERG WT inh | Giardia kill | Tb PFK block | GALK inh | Chronic BCR inh | AT treatment
O=C(c1ccc(CS(=O)c2cccc(Cl)c2)o1)N1CCN(c2ccccn2)CC1 (configuration not stated) | -2% | 31%[activator] | -3 | 3 | -5 | 38[activator] | -2% | 9% | -22% | 4%
O=C(C[n+]1cn(C(F)F)c2ccccc21)c1ccc(Br)cc1 | -1% | -22% | 8 | 2 | 3 | 11 | -8% | 4% | ? | 11%
